Assay outcomes as filed in PubChem BioAssay.
CXCR6 inh: blocks human CXCR6 beta-arrestin recruitment | AID 602244 | inhibition, % at 20 µM | CHO-K1 PathHunter CXCR6 beta-arrestin, luminescence | 360,000 compounds, 0.36% hits; in the data active = inhibition above about 34%, passing the limit was not always enough;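 note: antagonist mode with CXCL16 agonist at 10 nM final; 0% = 10 nM CXCL16 with DMSO and 100% = unstimulated wells without agonist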
Target sequence (O00574 whole entry, looked up): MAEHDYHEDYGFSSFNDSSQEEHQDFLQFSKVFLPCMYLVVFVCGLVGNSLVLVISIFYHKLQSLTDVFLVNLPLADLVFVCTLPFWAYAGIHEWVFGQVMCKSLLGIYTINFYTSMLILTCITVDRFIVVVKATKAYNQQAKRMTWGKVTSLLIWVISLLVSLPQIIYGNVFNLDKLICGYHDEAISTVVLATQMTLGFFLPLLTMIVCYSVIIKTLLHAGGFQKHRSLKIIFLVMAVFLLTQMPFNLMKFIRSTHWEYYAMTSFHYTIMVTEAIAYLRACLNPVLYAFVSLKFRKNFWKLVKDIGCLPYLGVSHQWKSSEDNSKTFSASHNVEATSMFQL
CCR6 antag: antagonists of human CCR6 receptor | AID 493098 | CHO-K1 CCR6 PathHunter beta-arrestin, luminescence, CCL20-stimulated | P51684 | inhibition, % at 20 µM | 340,000 compounds, 0.49% hits;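 active = compounds whose inhibition of the agonist-driven luminescence signal at 20 µM reaches about 50%, limit read from the data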;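 note: cells stimulated with CCL20 at 14 nM final; plate controls were DMSO with CCL20 for no effect and DMSO without agonist for full effect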
Target sequence (P51684 whole entry, looked up): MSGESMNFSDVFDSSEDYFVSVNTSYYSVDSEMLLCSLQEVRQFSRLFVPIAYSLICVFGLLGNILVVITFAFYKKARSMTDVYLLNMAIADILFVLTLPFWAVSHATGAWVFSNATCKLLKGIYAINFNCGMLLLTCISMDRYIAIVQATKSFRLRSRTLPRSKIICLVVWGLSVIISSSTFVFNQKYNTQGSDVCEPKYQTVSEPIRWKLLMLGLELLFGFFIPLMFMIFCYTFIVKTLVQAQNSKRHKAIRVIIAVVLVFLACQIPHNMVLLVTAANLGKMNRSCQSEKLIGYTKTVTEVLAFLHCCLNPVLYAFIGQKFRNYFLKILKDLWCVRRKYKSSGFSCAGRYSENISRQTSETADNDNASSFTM
MPTP inh: permeability transition pore inhibition; isolated mouse mitochondria, Ca2+ swelling absorbance, 30 min; inhibition, % at 10 µM; 360,000 compounds, 1.4% hits; AID 602449;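 active = inhibition of 50% or more, scaled per plate between neutral and stimulator controls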;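 note: 0% = DMSO wells given calcium and 100% = 1 mM EGTA wells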
EBI2 antag: EBI2 (human) antagonism | EBI2 beta-arrestin recruitment, luminescence, 7a,25-OHC stimulated | inhibition, % at 5 µM | 360,000 compounds, 0.81% hits; in the data active = inhibition above about 38%;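 note: enzyme fragment complementation signal reports receptor beta-arrestin coupling in cells; 0% = agonist plus DMSO wells and 100% = wells without agonist; some results beyond the cut were filed as inactive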
Target sequence (P32249 whole entry, looked up, the tested form may be a part): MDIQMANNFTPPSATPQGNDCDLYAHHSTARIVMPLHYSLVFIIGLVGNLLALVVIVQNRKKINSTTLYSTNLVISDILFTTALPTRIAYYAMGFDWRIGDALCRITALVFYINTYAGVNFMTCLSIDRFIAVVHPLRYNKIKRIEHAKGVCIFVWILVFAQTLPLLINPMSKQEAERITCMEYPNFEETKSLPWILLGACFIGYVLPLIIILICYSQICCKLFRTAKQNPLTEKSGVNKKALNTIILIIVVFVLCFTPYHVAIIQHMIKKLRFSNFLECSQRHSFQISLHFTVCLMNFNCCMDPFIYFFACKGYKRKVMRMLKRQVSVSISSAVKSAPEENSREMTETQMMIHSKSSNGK
APOBEC3G inh: inhibitors of human APOBEC3G DNA deaminase; Q9HC16; 330,000 compounds, 0.28% hits; inhibition, % at 20 µM; AID 493012; recombinant A3G, ssDNA deamination FAM/TAMRA fluorescence;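 active = inhibition of at least 40% at 20 µM, with no more than 30% in the related APOBEC3A deaminase screen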;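 note: plate controls were DMSO wells with A3G for no effect and wells lacking A3G enzyme for full effect; some compounds called inactive have numbers as strong as hits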
GRIN3A LBD mod: NR3A (human) ligand-binding domain modulation; NR3A LBD differential scanning fluorimetry, Tm shift; 0% = protein alone, 100% = glycine-bound protein; Tm shift relative to glycine control, % at 25 µM; 340,000 compounds, 2.5% hits;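 active = melting temperature shift of at least 10% of the positive control shift, at one fixed dose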
A3A deaminase: human APOBEC3A DNA deaminase inhibition. inhibition, % at 20 µM. 330,000 compounds, 0.41% hits. recombinant A3A, FAM/TAMRA ssDNA deamination fluorescence. AID 493011;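 active = at least 40% inhibition at 20 µM here, with at most 30% in a related deaminase screen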;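 note: plate controls were A3A with DMSO for no effect and wells lacking A3A enzyme for full effect; some results filed as inactive read as strong as hits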
Gli-Sufu antag: antagonists of Gli-Sufu signaling. 340,000 compounds, 0.74% hits. inhibition, % at 5 µM. Sufu-KO-LIGHT fibroblasts, Gli luciferase reporter luminescence. AID 588413;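 active = inhibition above about 55%, limit read from the data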;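 note: 0% = DMSO-treated cells and 100% = wells with medium but no cells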
An asterisk follows results filed as active; / = not tested or not shown.

Values run as follows: CXCR6 inh	CCR6 antag	MPTP inh	EBI2 antag	APOBEC3G inh	GRIN3A LBD mod	A3A deaminase	Gli-Sufu antag
COc1cccc(N2CC(NC(=O)c3ccc4ccccc4c3)CC2=O)c1 (stereo not given)
→ -10	9	-1.1	12	-7	-1	1	0
CCOC(=O)C1(Cc2ccc(Cl)cc2)CCN(C(=O)C2CCCO2)CC1 (stereo not given)
→ 6	14	-0.1	-2	-6	-2	-4	1
OC1COC(O)C(O)C1O (stereo not given)
→ -2	3	0.1	-6	-6	-3	-2	0
Cc1cc[n+](CC[n+]2ccc(C)cc2)cc1
→ -9	8	-2.1	-9	-13	2	-2	-5
Cc1ccc(NC(=O)CSc2nnc(CN3CCOCC3)n2-c2ccccc2)cc1
→ 8	2	-0.3	-3	3	-3	18	6
COc1cccc(NC(=O)CN(C)C(=O)CN2C(=O)c3ccc([N+](=O)[O-])cc3C2=O)c1
→ 6	0	0.5	-13	-3	1	0	3
Nc1ccccc1/C=N\N=C/c1ccccc1N
→ 6	24	-1.4	8	5	10*	0	-101
O=C(O)c1ccc(OCC2CCCO2)cc1 (stereo not given)
→ -1	0	0.3	-7	-4	-1	-1	3
COc1ccc(/C=N/NC(=O)CN2CCN(Cc3ccccc3)CC2)cc1Br
→ -28	-6	9.0	8	-4	2	1	0
COC(=O)CCc1sc(NC2CCCCC2)nc1-c1ccc(OC)cc1
→ 2	9	3.9	10	-1	6	-2	-1
Cc1cc(C)nc(/N=C2\NC(=O)CC(C(=O)O)N2c2ccc(Cl)cc2Cl)n1 (stereo not given)
→ 8	0	-0.9	-2	-2	-1	-1	-5
COc1ccc(NC(=O)CSc2nnc(Cn3nnc4ccccc43)n2C)cc1
→ -4	-11	-4.3	-8	-3	-1	-2	0
Cc1cccc(Nc2nnc(SCC(O)=C(C#N)c3nc4ccccc4[nH]3)s2)c1
→ 0	7	1.9	10	/	7	/	13
C=CCn1c(SCC(=O)N(CC)CC)nc(O)cc1=O
→ -4	-3	0.2	-11	-2	1	4	2
COc1ccccc1CN(C)C(=O)CNC(=O)c1cccc(Cl)c1
→ 2	10	-1.7	3	/	-2	/	8
COc1ccc(-c2cc(C(=O)Nc3c(C)n(C)n(-c4ccccc4)c3=O)no2)cc1
→ 12	19	0.1	-4	-4	-3	0	-16
Cc1cccc(C(C)C)c1NC(=O)CN(C)Cc1cccc(F)c1
→ 3	5	1.6	-5	0	3	-2	25
Cn1ncc(C#N)c1NC(=O)c1cc(-c2ccccc2Cl)on1
→ -6	-7	-1.2	-3	0	4	4	-10
COCC(C)n1c(C)cc(C(=O)COC(=O)c2cc(=O)[nH]c3ccccc23)c1C (stereo not given)
→ 14	3	1.2	-7	-7	0	-4	51
Cc1cc(C(C)(C)C)ccc1OCC(=O)N/N=C\c1c(C)n(C)n(-c2ccccc2)c1=O
→ 34	36	-3.9	4	-2	-4	-6	-15

(cont.)
Values run as follows: CXCR6 inh	CCR6 antag	MPTP inh	EBI2 antag	APOBEC3G inh	GRIN3A LBD mod	A3A deaminase	Gli-Sufu antag
COc1ccc(C2OCC3(CO2)SC(N)=NC3=O)cc1 (stereo not given)
→ 0	-1	-0.9	-2	-5	-1	-3	1
C=C(C)CSc1nnc2n(C)c(=O)c3c4c(sc3n12)CCC4
→ -3	-9	4.4	-5	-6	1	-4	15
Cc1sc2nc(C3CCCCC3)nc(SCC(=O)N3CC(=O)Nc4ccccc43)c2c1C
→ 4	2	4.2	26	-1	-31	1	7
CS(=O)(=O)N1CCN=C1SCc1ccc(F)cc1
→ -4	9	0.9	0	-10	0	-6	-1
COc1cc(CNC2CCCCC2OC)cc(OC)c1 (stereo not given)
→ 4	-2	2.2	2	-16	-1	-4	-7
Cc1noc(C)c1CSCC(=O)Nc1nc(-c2ccc(F)c(F)c2)cs1
→ -18	9	7.4	10	3	-6	3	3
Cc1cn2c(nc(=O)c3cccnc32)s1
→ -7	-3	-1.2	-3	-2	1	2	-10
CN(CCOc1ccccc1)C(=O)C1CCN(C(=O)c2ccc(Cl)cc2)CC1
→ -10	17	0.2	64*	3	-1	-3	0
O=C(NCC(c1ccco1)N1CCc2ccccc21)C(=O)Nc1ccccc1F (stereo not given)
→ -5	17	-1.6	6	-6	-1	-2	-2
O=C(CSc1nnc2n1CCCCC2)Nc1ccc(N2CCOCC2)cc1
→ 1	1	0.6	0	3	-2	4	6
Cc1ccc2[nH]c(=O)c(C3=NN(C(=O)CCC(=O)O)C(c4cccs4)C3)c(-c3ccccc3)c2c1 (stereo not given)
→ 2	10	4.2	-6	23	2	0	4
Cc1ccccc1NC(=O)CCS(=O)(=O)c1ccc(Br)cc1
→ 4	4	-1.6	0	-2	-2	2	3
Cc1ccc2c(CN(C)Cc3ccccc3)cc(=O)oc2c1C
→ -5	18	0.4	10	-7	0	-4	-58
CCOc1ccccc1N/C(=C(/C(Cl)=C(Cl)Cl)[N+](=O)[O-])n1cncn1
→ -14	3	1.1	4	-7	-2	-5	-17
O=C1NC(=Nc2ccc(Cl)cc2)SC1Cc1cc(Cl)ccc1Cl (stereo not given)
→ -6	-6	65*	4	-2	-6	1	-22
Nc1nc(NC(=O)CCC(=O)O)nn1-c1ccccc1
→ 7	1	-0.7	-4	-3	-4	3	/
Cc1occc1C(=O)N/N=C/c1ccc(Br)s1
→ -4	-5	-0.5	5	-2	-2	3	-52
CC(NC(=O)C1CCN(c2nnc(-n3cccc3)s2)CC1)C12CC3CC(CC(C3)C1)C2 (stereo not given)
→ 6	19	-1.2	23	-6	4	-10	1
CCOC(=O)c1[nH]c(C(=O)O)c(CCC(=O)OC)c1C
→ -4	7	-0.4	-3	-6	-3	-2	3
CCOC(=O)NC(c1ccccc1)C1CCCCC1=O (stereo not given)
→ 0	1	0.2	-6	-1	-3	-1	3

The listing continues:
Values run as follows: CXCR6 inh	CCR6 antag	MPTP inh	EBI2 antag	APOBEC3G inh	GRIN3A LBD mod	A3A deaminase	Gli-Sufu antag
Cc1sc2nc3c4ccccc4c(NCc4ccco4)nn3c(=O)c2c1C
→ 11	-12	-1.3	1	12	-1	2	29
O=C1CN(C(=O)c2cc3ccccc3oc2=O)C(c2ccccc2)c2cc(F)ccc2N1 (stereo not given)
→ -1	1	-1.1	-5	-8	-1	-4	-1
Cc1ccc(CNC(=O)C(=O)NCC2CCCN2S(=O)(=O)c2cc(C)ccc2C)cc1 (stereo not given)
→ 7	7	-0.4	26	-2	/	-2	10
COC(=O)c1[nH]c(C)c(/C(O)=C2\C(=O)C(=O)N(CCN3CCOCC3)C2c2cccs2)c1C (stereo not given)
→ -3	-3	0.0	-1	-1	0	0	6
COc1cc(NC(=O)COC(=O)C2CC(O)CN2S(=O)(=O)c2ccc(Cl)cc2)c(C)cc1[N+](=O)[O-] (stereo not given)
→ 0	8	-0.9	-9	/	-7	/	-1
O=C1NC(=O)c2cc(NC(=O)C3CCCO3)ccc21 (stereo not given)
→ -16	-9	-1.0	3	-3	-3	1	5
Cc1ccc(-c2nnc(N3CCN(S(C)(=O)=O)CC3)c3ccccc23)cc1
→ 7	16	1.6	5	-4	0	-1	-1
COc1ccc(NS(=O)(=O)c2ccc3c(c2)NC(=O)CO3)cc1
→ -5	-2	0.8	1	-6	2	-3	-10
CC(=O)OC(COc1ccccc1)Cn1cnc2cc(C)c(C)cc21 (stereo not given)
→ 3	1	-2.8	6	-5	0	-1	-7
COc1cc(C(=O)C(=O)c2ccc(OC)c(OC)c2)ccc1O
→ 8	13	-1.2	6	/	1	/	-4
CN(C)c1cc2c(cc1NC(=O)c1ccccc1Cl)n(C)c(=O)n2C
→ 15	4	-0.1	-5	-9	-1	-7	24
Cc1nnc(SCC(=O)N2CCOCC2)n1C
→ 4	3	11	3	-9	1	-7	16
COC(=O)c1ccc(NC(=O)Cn2cnc3c(nnn3-c3cccc(OC)c3)c2=O)cc1
→ -4	7	-0.1	-3	-9	-10	1	-33
O=C(OCC(=O)N1CCOCC1)c1ccc(O)cc1
→ 3	6	-1.2	-15	0	2	1	14
O=C(O)c1c(Cl)cccc1Nc1ccccc1
→ -10	-5	1.1	-1	/	-9	/	-23
CCN(CC)C(=O)/C(=C/c1cccc([N+](=O)[O-])c1)NC(=O)c1ccco1
→ -1	8	-1.1	-6	-9	-2	-3	-4
CCOC(=O)C1CCCN(c2cc(=O)n(-c3ccccc3Cl)c(=O)[nH]2)C1 (stereo not given)
→ -13	14	-1.2	0	-7	1	-4	5
CCC1(c2ccccc2)ON(c2c(Br)cccc2Br)C1=O (stereo not given)
→ -28	14	-0.4	0	4	7	1	-26
Cc1ccccc1C(=O)NCC(=O)OCCCOC(=O)CNC(=O)c1ccccc1C
→ 7	3	0.1	-1	7	-1	3	33
O=C(CNS(=O)(=O)c1ccc(F)c(Cl)c1)N1CCCCCC1
→ -11	-5	4.5	-23	5	-2	-3	-1

Record cards (already shown). Order of values: CXCR6 inh | CCR6 antag | MPTP inh | EBI2 antag | APOBEC3G inh | GRIN3A LBD mod | A3A deaminase | Gli-Sufu antag
Record of COC(=O)c1ccc(NC(=O)Cn2cnc3c(nnn3-c3cccc(OC)c3)c2=O)cc1 → -4 | 7 | -0.1 | -3 | -9 | -10 | 1 | -33
Record of COc1ccc(NS(=O)(=O)c2ccc3c(c2)NC(=O)CO3)cc1 → -5 | -2 | 0.8 | 1 | -6 | 2 | -3 | -10

(continued)
Values run as follows: CXCR6 inh	CCR6 antag	MPTP inh	EBI2 antag	APOBEC3G inh	GRIN3A LBD mod	A3A deaminase	Gli-Sufu antag
c1ccc(-n2cc(CN3CCCC3)c(-c3ccc4c(c3)OCO4)n2)cc1
→ -4	3	-0.5	2	-5	0	4	-10
CN1CCC(N(C)S(=O)(=O)c2ccc(NC(=O)COc3cccc(C(F)(F)F)c3)cc2)CC1
→ 2	9	5.7	0	-16	1	0	23
O=C1CN(C(=O)COC(=O)c2cccc(S(=O)(=O)NCc3ccccc3)c2)c2ccccc2N1
→ 7	-7	-0.7	6	-5	1	6	-6
Cc1cccc(/C=N/NC(=O)c2cc(C3CC3)nc3ccccc23)n1
→ 27	28	-0.4	-2	-6	1	-5	-1
COc1ccc(C(=O)Nc2ccc(N3CCN(Cc4ccccc4)CC3)cc2)cc1
→ -7	-9	0.4	-8	-3	0	-4	-5
CCOc1ccc(CCNC(=O)Cc2nn[nH]n2)cc1OCC
→ -4	-6	-1.0	8	-8	0	-1	-3
O=C(c1nc2ccccn2c1CN1CCCC(O)C1)N1CCN(C2CCCCC2)CC1 (stereo not given)
→ 0	-11	0.3	-11	-8	1	-8	14
O=S(=O)(NCC(Nc1ccc(Cl)cc1)c1ccccc1)c1ccccc1 (stereo not given)
→ -1	25	75*	3	-6	23*	-2	1
O=c1oc2ccccc2cc1-c1cn(-c2ccccc2)c(=S)[nH]1
→ 2	25	-1.5	-10	5	-10	-4	40
CCOC(=O)c1cc2c(ccn2C)n1CC(=O)N(Cc1ccccc1)c1ccc(F)cc1
→ 6	7	-1.1	-1	1	-4	-1	-4
CC[C@H](C)/C=C(C)/C=C/C(=O)Cc1cc(O)c(C)c(O)c1C=O
→ -3	7	0.9	-4	-2	-3	3	4
O=C(CSc1nnc2n1CCCN2)c1ccc([N+](=O)[O-])cc1
→ -4	-12	2.8	0	-9	-4	-5	8
COc1ccccc1C(O)Cc1nc2ccccc2n1C (stereo not given)
→ 3	-11	1.4	-11	-6	-1	-4	-21
COc1cc(NC(=NS(=O)(=O)c2ccccc2)c2ccccc2)ncn1
→ -2	-3	2.1	-4	/	0	/	-22
CN1CCN(C(=O)/C(=C/c2ccccc2Cl)NC(=O)c2ccccc2)CC1
→ -6	-8	-1.2	1	2	-3	1	19
COC(=O)CNC(=O)CNC(=O)c1nn(-c2ccc(OC)c(OC)c2)c(=O)c2ccccc12
→ -5	0	-0.5	6	-4	4	-3	52
COc1ccc(C(=O)OCC(=O)NC(=O)NC2CCCC2)c(O)c1
→ 6	16	2.3	2	-8	0	1	-8
CCOP(=O)(OCC)C(Nc1ccc(OC)cc1)c1ccco1 (stereo not given)
→ -4	9	-3.4	-8	-9	-1	-5	6
COC(=O)c1ccccc1NC(=O)c1ccnn1C
→ -1	5	0.0	-7	-1	-1	-3	-10

No enrichment for hits; overall some 5.8% were active at least once.
